EBNA-1 inhibitor: blocks EBNA-1 binding to DNA | EBNA-1 DNA binding, fluorescence polarization | inhibition, % at 14.8 µM | 300,000 compounds, 0.34% hits | AID 1950; in the data active = inhibition above about 28%
GSTO1 counter: GSTO1 inhibition, counter-screen for RBBP9 inhibitors. P78417. recombinant GSTO1, activity-based probe fluorescence polarization. inhibition, % at 5.96 µM. 300,000 compounds, 1.1% hits. AID 1974;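 active = inhibition above the campaign mean inhibition plus 3 SD, cut at about 35% in these data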;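 also: 0% = GSTO1-1 with DMSO and 100% = wells lacking GSTO1-1 enzyme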
PAFAH2 inh: PAFAH2 (human) inhibition; 340,000 compounds, 0.99% hits; Q99487; recombinant PAFAH2, FP-rhodamine activity probe, fluorescence polarization; inhibition, % at 3.39 µM;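 active = inhibition above the mean over all tested compounds plus 3 SD, cut at about 30% in these data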;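 also: inhibitors block probe labeling of enzyme so polarization drops; 0% = enzyme with DMSO and 100% = wells lacking PAFAH2 protein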
LYPLA2 counter: counter-screen for PME1 inhibitors: inhibitors of human LYPLA2; inhibition, % at 5.9 µM; 320,000 compounds, 0.38% hits; recombinant LYPLA2, FP-Rh probe fluorescence polarization;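 active = inhibition above the screen-wide mean plus 3 SD, limit set per campaign, cut at about 26% in these data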;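 also: 0% = LYPLA2 with DMSO and 100% = wells lacking LYPLA2 enzyme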
Target sequence (O95372 whole entry, looked up): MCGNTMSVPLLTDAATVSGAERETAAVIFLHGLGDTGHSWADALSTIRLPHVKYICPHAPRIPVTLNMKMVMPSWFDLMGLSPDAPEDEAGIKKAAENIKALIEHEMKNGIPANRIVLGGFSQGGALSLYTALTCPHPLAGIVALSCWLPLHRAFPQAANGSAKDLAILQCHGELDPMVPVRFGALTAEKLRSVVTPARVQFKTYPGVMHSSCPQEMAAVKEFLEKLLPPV
PAD4 FP inh: inhibitors of human PAD4; Q9UM07; recombinant PAD4, RCA probe fluorescence polarization; inhibition, % at 6.36 µM; 330,000 compounds, 0.41% hits; AID 485272;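 active = percent inhibition above a cutoff equal to the mean of all tested compounds plus 3 SD, cut at about 15% in these data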;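 also: 0% = PAD4 with RCA probe and DMSO and 100% = probe without PAD4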
Target sequence (Q9UM07 whole entry, looked up): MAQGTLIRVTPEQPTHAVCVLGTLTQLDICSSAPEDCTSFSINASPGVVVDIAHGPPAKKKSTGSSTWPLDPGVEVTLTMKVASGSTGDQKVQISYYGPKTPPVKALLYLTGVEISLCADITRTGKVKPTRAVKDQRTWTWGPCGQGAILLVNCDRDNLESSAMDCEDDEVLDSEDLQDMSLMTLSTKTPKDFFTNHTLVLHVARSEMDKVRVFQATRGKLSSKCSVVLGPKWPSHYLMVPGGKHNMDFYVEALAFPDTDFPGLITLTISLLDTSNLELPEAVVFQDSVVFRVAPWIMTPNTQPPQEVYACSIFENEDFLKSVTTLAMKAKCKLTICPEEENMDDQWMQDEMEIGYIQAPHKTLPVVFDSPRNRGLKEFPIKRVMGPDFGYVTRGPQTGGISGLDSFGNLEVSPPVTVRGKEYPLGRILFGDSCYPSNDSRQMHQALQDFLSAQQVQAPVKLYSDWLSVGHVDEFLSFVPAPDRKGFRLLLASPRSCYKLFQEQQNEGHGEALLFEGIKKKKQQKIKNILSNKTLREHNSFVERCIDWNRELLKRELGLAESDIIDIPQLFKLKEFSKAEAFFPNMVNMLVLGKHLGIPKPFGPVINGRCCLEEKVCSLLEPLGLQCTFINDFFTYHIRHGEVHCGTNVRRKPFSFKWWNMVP
LYPLA1 inh: counter-screen for PME1 inhibitors: inhibitors of human LYPLA1; 320,000 compounds, 0.16% hits; recombinant LYPLA1, FP-Rh probe fluorescence polarization; inhibition, % at 5.9 µM; O75608;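 active = inhibition above the mean of all tested compounds plus 3 SD, set per campaign, cut at about 14% in these data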;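 also: inhibitors block serine hydrolase probe labeling of LYPLA1 so polarization falls; 0% = enzyme with DMSO and 100% = wells lacking LYPLA1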
PREPL inh: human PREPL enzyme inhibition; Q4J6C6; recombinant PREPL, fluorescence polarization activity-based probe; inhibition, % at 5.96 µM; 320,000 compounds, 0.68% hits; AID 2751; in the data active = inhibition above about 43%;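 also: 0% = enzyme with DMSO and 100% = wells lacking enzyme; many of its hits are not listed in these tables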
PAFAH1B3 inh: blocks human PAF acetylhydrolase 1B catalytic subunit 3 | AID 492972 | recombinant PAFAH1B3, FP-rhodamine probe, fluorescence polarization | 340,000 compounds, 0.28% hits | inhibition, % at 3.39 µM | Q15102;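 active = inhibition above the screen-wide average of all tested compounds plus 3 SD, cut at about 25% in these data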;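 also: 0% = enzyme with DMSO only and 100% = wells lacking PAFAH1B3 protein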
ZTA DNA inh: ZTA (EBV) inhibition in EBNA-1 counter-screen | P03206 | ZTA-DNA binding, fluorescence polarization | inhibition, % at 11 µM | 320,000 compounds, 0.15% hits; in the data active = inhibition above about 33%
* marks the source's active call; other numbers are inactive results; / = not tested or not shown. These rows are one share of the data, so the mix of outcomes need not match the whole.

SMILES	EBNA-1 inhibitor	GSTO1 counter	PAFAH2 inh	LYPLA2 counter	PAD4 FP inh	LYPLA1 inh	PREPL inh	PAFAH1B3 inh	ZTA DNA inh
CCc1ccc(NC(=O)CSCc2ccc(C(=O)O)cc2)cc1	-6	6	-1	-4	3	-2	-6	0	13
CCCCN(C(=O)C1CCCO1)c1c(N)n(CCC)c(=O)[nH]c1=O (configuration not stated)	/	/	2	/	3	/	-4	12	/
COC(=O)CSc1nc(C)cc(C)c1C#N	-12	-2	-2	-2	6	1	7	12	-4
O=C(Nc1ccc2c(c1)nc1n2CCOC1)c1ccco1	2	2	0	0	-5	1	4	9	-7
C=CCn1c(SCC(C)=O)nc2scc(-c3ccc(C)o3)c2c1=O	8	5	2	-9	-5	1	3	-5	-16
O=C(Nc1ccccc1C(=O)NCC1CCCO1)c1ccc(Cl)cc1 (configuration not stated)	2	3	-3	-5	-3	2	6	-7	-1
CC1(C)C(c2ccc(Cl)cc2)=[N+]([O-])C2(CCCC/C2=N\O)N1O (configuration not stated)	3	7	-4	2	0	1	-10	7	-3
Cc1ccc(OC(=O)c2cccc(S(=O)(=O)N3CCN(C)CC3)c2)c(Br)c1	4	3	1	0	4	-1	-6	2	-9
Cc1cc(NS(=O)(=O)c2ccc(NC(=O)c3cccnc3)cc2)nc(C)n1	2	1	10	-3	0	4	-2	13	1
O=C(CN1C(=O)C(=O)c2ccccc21)NC1CCCCC1	-7	8	-6	11	-7	5	14	3	-16
CCN1CCN(c2cc3c(cc2F)c(=O)c(C(=O)O)cn3C2CC2)CC1	-1	1	-2	-1	-8	-2	-10	2	5
Cc1ccc(C)n1-c1ccc(NC(=O)c2ccccc2)cc1	4	0	-6	-6	-6	0	24	1	7
CCOc1ccccc1/C=C/C(=O)c1ccc(Cl)cc1	12	4	-1	-1	3	-2	2	1	8
Cc1ccc[n+](CC(=O)Nc2ccc(C)c(C)c2)c1	-3	-1	-6	2	-1	2	10	3	4
NC(=O)C1CC12c1ccccc1-c1ccccc12 (configuration not stated)	-8	-2	1	-4	-3	0	-1	-3	-22
CCOc1ccc2oc(C(=O)N(C)CC(=O)Nc3ccc(OCC)c(OCC)c3)c(C)c2c1	2	-6	6	-4	2	3	4	0	10
CC(C)(C)N/N=C/c1cc(Cl)cc([N+](=O)[O-])c1O	3	15	14	5	0	-1	5	11	7
Cc1cccc(NC(=O)CCCCCN2C(=O)c3ccccc3C2=O)n1	0	-5	-1	1	-7	-2	-7	3	5
CSc1ncccc1C(=O)OCC(=O)Nc1ccc(Cl)cn1	/	/	4	/	-4	/	12	1	/
COc1cc(/C=C2\CCOC2=O)cc(OC)c1OC	-6	0	-1	-4	1	1	11	9	-13

In a second layout: 3 of the compounds above.
structure | EBNA-1 inhibitor | GSTO1 counter | PAFAH2 inh | LYPLA2 counter | PAD4 FP inh | LYPLA1 inh | PREPL inh | PAFAH1B3 inh | ZTA DNA inh
CCc1ccc(NC(=O)CSCc2ccc(C(=O)O)cc2)cc1 | -6 | 6 | -1 | -4 | 3 | -2 | -6 | 0 | 13
CCCCN(C(=O)C1CCCO1)c1c(N)n(CCC)c(=O)[nH]c1=O (configuration not stated) | / | / | 2 | / | 3 | / | -4 | 12 | /
COC(=O)CSc1nc(C)cc(C)c1C#N | -12 | -2 | -2 | -2 | 6 | 1 | 7 | 12 | -4

Molecules listed so far with a COOH group:
SMILES	EBNA-1 inhibitor	GSTO1 counter	PAFAH2 inh	LYPLA2 counter	PAD4 FP inh	LYPLA1 inh	PREPL inh	PAFAH1B3 inh	ZTA DNA inh
CCc1ccc(NC(=O)CSCc2ccc(C(=O)O)cc2)cc1	-6	6	-1	-4	3	-2	-6	0	13
CCN1CCN(c2cc3c(cc2F)c(=O)c(C(=O)O)cn3C2CC2)CC1	-1	1	-2	-1	-8	-2	-10	2	5

Remaining list, next part
SMILES	EBNA-1 inhibitor	GSTO1 counter	PAFAH2 inh	LYPLA2 counter	PAD4 FP inh	LYPLA1 inh	PREPL inh	PAFAH1B3 inh	ZTA DNA inh
CCOC(=O)c1c(=O)n(O)c2ccc(OC)cc2[n+]1[O-]	7	2	13	-1	12	-1	8	4	-7
Cc1ccc(-c2noc(Cn3cc(S(=O)(=O)N4CCCC4)ccc3=O)n2)cc1	/	/	-1	-4	-5	-3	-3	1	-3
O=C(CCNS(=O)(=O)c1ccccc1)NNC(=O)c1csc(N2CCOCC2)n1	-8	6	2	8	0	4	13	3	-11
CCn1c(CNc2ccc(F)cc2)nnc1SCC(=O)OC1CCCCC1	13	9	-4	2	0	3	15	2	4
CCN(CC)C(=O)CS(=O)(=O)CC(=O)Nc1cc(OCCOC)c(Cl)cc1Cl	3	4	-4	15	-2	0	7	0	-5
COc1ccc(NC(=O)C2CCCN(c3c4c(nc5ncnn35)CCC4)C2)cc1 (configuration not stated)	1	3	-7	1	-1	-1	-1	8	8
CCCCn1c(CNC(=O)CCC)nc2ccccc21	4	0	-4	-2	1	-1	3	1	11
CC1Cc2ccccc2N1C(=O)Cn1c(=O)cc(O)c2ccccc21 (configuration not stated)	3	-2	5	14	-5	-1	-29	5	-6
CCN(CC)S(=O)(=O)c1cccc(C(=O)OCC(=O)NC(C)c2ccccc2)c1 (configuration not stated)	-2	-9	45*	-3	4	1	-6	5	-2
CCOC(=O)N1CCN(C(=O)Cn2ccc3c(OC)cccc3c2=O)CC1	-4	1	1	0	-6	0	-5	-1	3
O=C(CCNC(=O)c1ccc([N+](=O)[O-])cc1)Nc1ccc(F)cc1	-8	-3	3	-3	0	-1	11	0	-3
COc1cc(C(=O)NCCc2ccc(S(=O)(=O)N3CCCC3)cc2)cc(OC)c1OC	7	9	7	2	3	3	13	12	-5
O=C(c1cnn2c(-c3ccccc3)cc(-c3ccccc3)nc12)N1CCN(Cc2ccccc2)CC1	9	7	0	-5	-4	-3	-23	2	4
CC(C)C(=O)Nc1ccc([N+](=O)[O-])c(C(F)(F)F)c1	10	2	3	7	-1	0	13	-1	-12
Cc1ccc(C)n1-c1cccc(C(=O)O)c1	27	53*	/	1	7	-3	5	/	78*
COc1ccc(C)cc1NC(=O)C(OC(=O)CNC(=O)c1ccc(Br)cc1)c1ccccc1 (configuration not stated)	3	1	-16	-37	-6	-15	-5	8	3
COc1cc(OC)cc(C(=O)N[C@H](C(=O)Nc2ccc(NC(C)=O)cc2)C(C)C)c1	4	-3	-4	-8	2	1	-3	-2	-4
O=C(COc1cc2oc(=O)c3c(c2cc1Cl)CCC3)NCCN1CCOCC1	-15	12	4	-4	2	-1	-2	4	-9
COc1ccc(N2C(=O)CC(NC3CC3)C2=O)cc1 (configuration not stated)	3	5	1	-5	-1	-2	-8	-1	4
COCCCNC(=O)C1C2C=CC3(CN(Cc4ccc(C)cc4)C(=O)C13)O2 (configuration not stated)	-5	2	-6	1	-1	0	6	2	0
CCOc1ccc(S(N)(=O)=O)cc1-c1nc2c(C(C)(C)C)nn(C)c2c(=O)[nH]1	3	3	0	4	0	0	8	2	-10
Cc1cc(CN2CCC(n3nccc3NC(=O)c3ccccc3Cl)CC2)cc(C)c1O	-4	14	4	6	-1	-1	-6	2	2
O=C(Cn1cc(C(F)(F)F)ccc1=O)N/N=C/c1ccc(Cl)cc1Cl	-4	-10	-8	3	-1	4	15	-3	-8
Cc1ccc(NC2=C([N+](=O)[O-])CS(=O)(=O)C2)cc1	3	3	3	0	-2	5	12	2	-16
NC(=O)c1c(Nc2nc3c(F)cccc3s2)sc2c1CCCC2	-8	-28	-2	-15	-131	-10	43	-7	12
COc1ccc(CCC(=O)Nc2cc3c4c(c2)CCC(=O)N4CCC3)cc1	6	7	-1	3	3	2	14	6	5
COc1ccc(S(=O)(=O)N2CCCC2CNC(=O)C(=O)Nc2ccc(F)cc2)cc1 (configuration not stated)	2	5	0	4	-3	-2	10	6	-14
S=C(NCc1ccccc1)NCC1COc2ccccc2O1 (configuration not stated)	0	-3	-15	-7	-5	-2	-11	2	-11
O=C(OCc1cc2ccccc2[nH]c1=O)c1ccccc1	2	-5	7	-4	0	0	-9	1	-1
Cc1cc(C(=O)NN=C2C3CC4CC(C3)CC2C4)c2ccccc2n1	-5	-2	-5	3	-5	-3	2	5	2
Cc1ccc(Cl)cc1N1CCN(C(=S)NCc2ccco2)CC1	7	8	2	-5	-8	-6	8	8	15
CCCCNC(=O)c1[nH]c(C)c(C(C)=O)c1C	7	5	2	2	3	-8	1	2	-2
COc1ccccc1OCC(=O)Nc1ccc(O)cc1C(=O)O	5	2	2	3	6	1	10	7	-7
CC12C(=O)N(c3ccc(C(=O)N4CCOCC4)cc3)C(=O)C1C1c3ccccc3C2c2ccccc21 (configuration not stated)	2	-5	/	3	2	3	2	/	23
O=C(Oc1ccc2c(c1)CCC2)N1CCOCC1	-14	7	-7	9	2	-2	14	-2	-3
CS(=O)(=O)N(CCc1ccccc1)CC(=O)N1CCN(c2ccccc2)CC1	-1	-3	8	4	2	0	-2	-8	2
COc1ccc(CC(=O)NC(C)CCc2ccccc2)cc1 (configuration not stated)	4	10	-7	3	0	0	-9	6	4
Cc1noc(C)c1NC(=O)N(C)C[C@H]1Oc2ccc(NS(=O)(=O)c3ccccc3)cc2C(=O)N([C@H](C)CO)C[C@@H]1C	/	/	6	/	-4	/	3	4	/
COc1cc(C(=O)OCC(=O)N2CCOCC2)c([N+](=O)[O-])cc1OC	2	1	2	3	7	0	-1	-3	-16
CCOn1c(=O)c(-c2ccc(Br)cc2)[n+]([O-])c2ccccc21	-3	2	0	-2	-2	5	-2	-3	4
COc1ccc(NC(=S)Nc2cccc([N+](=O)[O-])c2)cc1	11	-3	-5	6	1	-2	-2	2	1
Cc1cnc(-c2nnc(N(C)C(=O)C3CCOC3)s2)cn1 (configuration not stated)	5	2	-10	5	0	-4	-2	0	10
CC12CCC(=O)C=C1CCC1C2C(=O)CC2(C)C1CC[C@]2(O)C(=O)CO (some centres not stated)	2	4	2	-6	-2	1	-5	2	-5
COc1ccc(CNC(=O)c2nnn(Cc3ccc(OC)cc3)c2N)cc1	1	4	-4	-7	0	0	-2	3	16
COc1ccc(NC(=O)CCNC(=O)Cn2ccc3ccccc3c2=O)cc1OC	9	3	-11	0	-5	0	-6	-4	8
C=CCNC(=O)C1CC(=O)N(c2ccc(OCc3ccccc3Cl)cc2)C1 (configuration not stated)	5	-2	1	7	1	2	30	3	1
O=C(CSc1ncccc1-c1nc2ccccc2[nH]1)N1CCCCC1	9	-4	9	-1	-4	0	12	11	14
COC(=O)CCC(C)N1CCC(Oc2ccc(C(=O)N3CCCC3)cc2)CC1 (configuration not stated)	5	0	-1	5	-1	2	1	-6	14
CC1C(=O)N2CCCc3cc(NC(=O)COc4ccc(Cl)cc4)cc1c32 (configuration not stated)	-9	7	-2	7	1	1	30	9	-9
NS(=O)(=O)c1ccc(CCNC(=O)C2CCC(Cn3c(=S)[nH]c4ccccc4c3=O)CC2)cc1 (configuration not stated)	0	-9	-2	-15	-6	-7	-2	-2	17
CCc1nccn1CCC(=O)NC1CC(C)(C)Cc2c1cnn2-c1cccc(F)c1 (configuration not stated)	3	4	7	0	-4	0	3	6	16
O=C(CSc1nc(=O)n2ccccc2n1)Nc1cccc2ccccc12	-10	-10	-5	4	-11	0	16	10	6
O=C(NCC(=O)N1CCN(c2ccc(C(F)(F)F)cn2)CC1)c1ccc(Br)o1	/	/	6	11	1	-3	3	2	-6
COc1ccc(C2(C)NC(=O)N(CC(=O)c3cc(C)n(C4CC4)c3C)C2=O)cc1 (configuration not stated)	/	/	1	6	0	3	18	13	-10
Cn1c(SCC(=O)Nc2ccc3c(c2)OCCO3)nnc1C(F)(F)F	/	/	2	3	3	3	7	10	-6
Cc1ccc(NC(=S)NC(C)CCc2ccccc2)cc1C (configuration not stated)	11	-3	5	2	-10	-4	-30	3	11
COc1ccc(CNC(=O)COc2ccc(S(=O)(=O)N3CCOCC3)cc2C)cc1	6	6	6	-6	-3	0	-9	8	-8
